# Compound activity: PubChem BioAssay, several laboratories
# CYP2C9 activ: human CYP2C9 activators, primary screen, biochemical, luminescence | Cytochrome P450 2C9 (Homo sapiens), P11712 | recombinant CYP2C9, luciferin-H conversion; hits give high values; factor 1 = untreated enzyme, 0 = blocked | activation factor at 5 µM | 96,000 tested, 1.4% active | AID 1024, 2008;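 active means activation factor of 2 or more for CYP2C9 at a 5 µM dose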;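 further: 0 = sulfaphenazole-blocked wells and 1 = vehicle-only wells; values of inactives mirror those of a sister screen read the other way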
# Target sequence (P11712 whole entry, looked up): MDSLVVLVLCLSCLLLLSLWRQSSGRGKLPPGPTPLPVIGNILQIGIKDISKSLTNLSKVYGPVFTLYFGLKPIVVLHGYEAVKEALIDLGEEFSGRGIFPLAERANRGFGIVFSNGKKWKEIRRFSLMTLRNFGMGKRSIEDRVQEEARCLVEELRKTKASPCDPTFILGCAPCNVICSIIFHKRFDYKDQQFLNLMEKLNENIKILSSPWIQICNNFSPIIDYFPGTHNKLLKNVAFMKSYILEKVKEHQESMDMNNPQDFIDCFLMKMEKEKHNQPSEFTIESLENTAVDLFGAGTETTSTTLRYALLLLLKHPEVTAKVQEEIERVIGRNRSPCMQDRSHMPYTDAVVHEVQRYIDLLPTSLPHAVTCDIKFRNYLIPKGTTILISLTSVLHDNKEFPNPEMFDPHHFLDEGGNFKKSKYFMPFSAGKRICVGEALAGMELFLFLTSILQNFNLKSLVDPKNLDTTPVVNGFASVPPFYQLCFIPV
# Candida biofilm: clotrimazole potentiators killing Candida biofilms, primary screen, with clotrimazole, Alamar Blue; C. albicans biofilm + clotrimazole; inhibition, % at 6 µM; 85,000 tested, 0.14% active;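 active means inhibition above 20%; inactive means inhibition below 20%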;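 further: preformed 24 hr biofilms exposed to compound for 48 hr; 0% = biofilm without compound and 100% = blank killed by clotrimazole plus chlorhexidine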
# CYP2C9 inhib: blockers of cytochrome P450 2C9 activity – biochemical, luminescence, ADME assay, primary screen. inhibition, % at 5 µM. 96,000 tested, 20% active. CYP2C9 Supersomes, luciferin-H conversion. P11712;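 active means blocking of liver enzyme CYP2C9 beyond about 50% at 5 µM, limit read from the data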; further: values of inactives mirror those of a sister screen read the other way
# An asterisk follows results filed as active.
SMILES,CYP2C9 activ,Candida biofilm,CYP2C9 inhib
Cc1ccnc(NC(=O)c2c(O)c3ccccc3n(C)c2=O)c1,1,7,1
Clc1ccc(-c2noc(COc3ccccc3)n2)cc1,1.1,-1,-8
COc1cc(-c2nc(-c3ccccn3)no2)cc(OC)c1OC,1.1,11,-8
Cn1c(NCCN2CCCCC2)cc(=O)n(C)c1=O,1.1,8,-6
COC(=O)/C(=C1/Oc2cc3c(cc2S1)OCO3)C(F)(F)F,1.1,0,-7
CC1(C)Cc2nc3oc4c(NCc5ccccc5)ncnc4c3cc2CO1,0.8,9,16
Cc1ccc(Nc2nnc(SCC(=O)NCc3ccco3)s2)cc1,0.4,2,58*
O=C(CN1C(=O)NC2(CCc3ccccc32)C1=O)Nc1cc(C(F)(F)F)ccc1N1CCOCC1 (configuration not stated),0.1,5,89*
COc1cc2[nH]c(=O)n(CCCC(=O)N3CC=C(c4ccccc4)CC3)c(=O)c2cc1OC,0.6,-3,42
CCOC(=O)c1cnc(-n2nc(C)cc2C)nc1N(CC)CC,0.2,7,79*
O=c1c(C(c2nnnn2C2CCCCC2)N2CCCCC2)coc2ccc(Cl)cc12 (configuration not stated),0.7,8,28
COC(=O)c1ccc(OCCn2cnc3ccccc3c2=O)cc1,0.7,9,25
CCOC(=O)C1=C(N)n2c(s/c(=C\c3cccnc3)c2=O)=C(C(=O)OCC)C1c1cccnc1 (configuration not stated),0.3,-3,70*
Cc1ccc(C)c(N2CCN(C(=O)CCS(=O)(=O)c3cccc4nonc34)CC2)c1,0.3,-2,73*
COc1cc2[nH]c(=O)n(CCC(=O)NCc3cccnc3)c(=O)c2cc1OC,1,-3,1
COc1ccc(C2C(C(=O)N3CCCC3)CC(=O)N2c2ccc(OC)cc2)cc1 (configuration not stated),1,4,5
CC(C)OC(=O)CC(=O)c1sc2nc3c(cc2c1N)CN(C)CC3,1,7,4
Cc1cc(S(=O)(=O)N(Cc2ccccn2)Cc2ccco2)ccc1-n1cnnn1,0.5,9,54*
O=C(CCn1c(=O)[nH]c2ccsc2c1=O)N1CCc2ccccc2C1,0.9,11,6
COc1ccc(C(=O)N2CCN(C(=O)c3ccco3)CC2)cc1,1,7,-2
O=C(c1ccc(CN2CCc3ccccc3C2)cc1)N1CCCCC1,1.2,9,-19
c1nc(N2CCCCCC2)c2[nH]cnc2n1,0.9,0,8
COc1ccc(-c2nc(Cn3c(SCc4cccc(F)c4)nc4ccncc43)c(C)o2)cc1OC,0.1,-2,89*
COc1ccc(-n2c(C)cc(C(=O)CSc3nnc(-c4cccs4)o3)c2C)cc1,0.1,-7,91*
COc1ccc(NC(=O)CSc2nc3c(c(=O)n2-c2ccccc2)SCC3)c(OC)c1,1,5,-3

# CYP2C9 inhib: what is marked active above.
SMILES	CYP2C9 activ	CYP2C9 inhib
Cc1ccc(Nc2nnc(SCC(=O)NCc3ccco3)s2)cc1	0.4	58*
O=C(CN1C(=O)NC2(CCc3ccccc32)C1=O)Nc1cc(C(F)(F)F)ccc1N1CCOCC1 (configuration not stated)	0.1	89*
CCOC(=O)c1cnc(-n2nc(C)cc2C)nc1N(CC)CC	0.2	79*
CCOC(=O)C1=C(N)n2c(s/c(=C\c3cccnc3)c2=O)=C(C(=O)OCC)C1c1cccnc1 (configuration not stated)	0.3	70*
Cc1ccc(C)c(N2CCN(C(=O)CCS(=O)(=O)c3cccc4nonc34)CC2)c1	0.3	73*
Cc1cc(S(=O)(=O)N(Cc2ccccn2)Cc2ccco2)ccc1-n1cnnn1	0.5	54*
COc1ccc(-c2nc(Cn3c(SCc4cccc(F)c4)nc4ccncc43)c(C)o2)cc1OC	0.1	89*
COc1ccc(-n2c(C)cc(C(=O)CSc3nnc(-c4cccs4)o3)c2C)cc1	0.1	91*

# Remaining list, next part.
SMILES,CYP2C9 activ,Candida biofilm,CYP2C9 inhib
Cc1ccc(N2C(=O)CC(N(O)C3CC(=O)N(c4ccc(C)cc4)C3=O)C2=O)cc1 (configuration not stated),1,8,-2
CC(C)c1nnc(NC(=O)c2ccc(S(=O)(=O)N3CCOCC3)cc2)s1,1,14,1
Cc1onc(-c2ccccc2)c1C(=O)OCC(=O)c1ccccc1,0.5,0,54*
CCCCOC(=O)Nc1cc(OC)c(Cl)cc1OC,0.4,7,61*
O=C(NC1(C(=O)NC2CCCC2)CCCCC1)c1ccc2c(c1)OCO2,1,-1,-1
O=C(Nc1cnn(Cc2ccccc2)c1)c1cc2nc(-c3ccco3)cc(C(F)(F)F)n2n1,1,-3,1
O=C(CC1CCCC1)OCn1nnc2ccccc2c1=O,0.8,7,17
O=C1Nc2ccccc2C(O)(C(=O)NCc2ccco2)N1c1ccccc1 (configuration not stated),1,4,0
COc1ccc(C(=O)C2CCN(C(=O)c3ccco3)CC2)cc1,0.8,8,24
CCOCCCNC(=O)c1c(C)c(C(=O)OCC)n(C)c1C,1.7,0,-69
Cc1cc(C)n(-c2c(F)c(F)c(CN3CCCCC3)c(F)c2F)n1,0.9,1,9
CC(=O)Nc1ccccc1OCC(=O)c1cc(C)n(Cc2cccs2)c1C,0.7,0,32
CCOC(=O)N1CCN(C(=O)CSc2nnc(-c3ccc(C(C)(C)C)cc3)o2)CC1,0.8,8,22
Cc1ccc(C(=O)N2CCN(c3ccccc3)CC2)cc1S(=O)(=O)N1CCCC1,0.2,0,84*
O=c1/c(=C/c2ccc(CNS(=O)(=O)c3ccccc3)o2)sc2n1CCN=2,0.3,9,71*
OCCN1CCN(c2ncnc3c2sc2nc(N4CCOCC4)c4c(c23)CCC4)CC1,0.2,2,79*
O=C(CNS(=O)(=O)c1cccc2nonc12)NCc1ccc(F)cc1,0.5,4,49
COc1cccc(CNC(=O)c2ccc(NC(=O)C3CCCO3)cc2)c1 (configuration not stated),1.2,2,-24
Cc1cc(C(=O)OCC(=O)NCc2ccco2)c(C)n1-c1ccccc1,0.6,13,42
CC(=O)c1cccc(NC(=O)Cc2cccs2)c1,0.8,5,22
O=C(COC(=O)c1cccs1)NCc1ccco1,0.8,6,20
CCCCN(C)Cc1c(C)[nH]c2ccc(OCC)cc2c1=O,1,1,3
Cc1cc(NC(=O)CSc2nnc(-c3ccco3)n2CC2CCCO2)no1 (configuration not stated),1.1,-2,-13
CCCc1n[nH]c2c1C(=O)C(C(=O)OC)C(C)(C)C2 (configuration not stated),0.8,-7,17
N#CCC(=O)Nc1ccccc1C(=O)O,1.1,6,-9

# The results go on:
SMILES,CYP2C9 activ,Candida biofilm,CYP2C9 inhib
CCCc1ccc(OCc2nc(-c3ccc(NC(=O)c4ccco4)cc3)no2)cc1,0.5,-3,45
Cc1c(Cl)cccc1NC(=O)CC1SCCNC1=O (configuration not stated),1.2,4,-17
COc1ccc(C2N=C(c3ccccc3)C(C)(C)N2O)cc1OC (configuration not stated),1,4,2
CCOC(=O)N1CCC(N(CCOC)C(=O)Nc2ccc(CC)cc2)CC1,0.9,0,7
CCn1c(=N)c(C(=O)NC)cc2c(=O)n3cccc(C)c3nc21,0.8,3,20
CN(C)c1nc(OCCOC(=O)COc2ccc(Cl)cc2Cl)nc(N(C)C)n1,1,0,2
Clc1cccc(CSc2nnc([C@@H]3CCCN3)o2)c1,1.7,11,-73
CCCC(=N)C1=C(O)CC(CC(C)SCC)CC1=O (configuration not stated),0.3,5,66*
CCc1nc(NCCc2ccccn2)c2nnn(Cc3ccccc3F)c2n1,0.3,-2,67*
CCn1c(C)cc2c(c1=O)C(c1ccccc1Br)C(C#N)=C(N)O2 (configuration not stated),0.7,7,34
COc1ccccc1NC(=O)c1ccc(CN2CCOCC2)cc1,1.6,-2,-64
CCOc1cc(C2C3=C(CCCC3=O)NC3=C2C(=O)CCC3)cc(Cl)c1O,0.8,8,21
CC(NC(=O)Cc1ccccc1)c1nc2ccccc2[nH]1 (configuration not stated),1.1,2,-5
Cc1cc2cc(CN(C(=O)C3CC3)C3CCCC3)c3nnnn3c2cc1C,0.3,8,72*
COc1ccc(-c2nnc(SCC(=O)N3CCCCC3)o2)c(OC)c1,1.2,6,-23
CCOc1ccc(C(=O)Nc2cccc(C)n2)cc1,1,10,-3
CCOC(=O)N1CCN(C(=O)CSc2nnc(-c3cccc(Cl)c3)o2)CC1,1,5,0
O=C(O)CCC(=O)Nc1ccc(S(=O)(=O)N2CCCC2)cc1,0.8,-3,24
CCOc1ccc(N(CC(=O)NCCCOC)S(C)(=O)=O)cc1,1.1,8,-10
COc1ccc(S(=O)(=O)N2CCN(C)CC2)c2ccccc12,1.8,4,-83
CCOC(=O)N1CCN(S(=O)(=O)c2ccc3[nH]c(=O)sc3c2)CC1,1.2,1,-21
CCOC(=O)N1CCN(C(=O)Cc2ccc(Cl)cc2)CC1,0.4,5,64*
Cc1cc(C)nc(NS(=O)(=O)c2ccc(NC(=O)c3ccc4c(c3)OCO4)cc2)n1,0.5,2,52*
CCCCc1cc(=O)oc2cc(C)cc(OCC(=O)O)c12,0.9,10,8
Cc1[nH]c(=O)[nH]c(=O)c1S(=O)(=O)NCCc1ccc(S(N)(=O)=O)cc1,1,5,-4

# Next part; it opens with the four that closed the last part.
SMILES,CYP2C9 activ,Candida biofilm,CYP2C9 inhib
CCOC(=O)N1CCN(C(=O)Cc2ccc(Cl)cc2)CC1,0.4,5,64*
Cc1cc(C)nc(NS(=O)(=O)c2ccc(NC(=O)c3ccc4c(c3)OCO4)cc2)n1,0.5,2,52*
CCCCc1cc(=O)oc2cc(C)cc(OCC(=O)O)c12,0.9,10,8
Cc1[nH]c(=O)[nH]c(=O)c1S(=O)(=O)NCCc1ccc(S(N)(=O)=O)cc1,1,5,-4
O=C(c1ccco1)N1CCN(S(=O)(=O)c2cccc3nsnc23)CC1,0.7,-1,32
Cn1ccnc1Sc1nc2ccccc2nc1NS(=O)(=O)c1ccccc1,0,3,98*
COc1ccc(N2CCN(CCNC(=O)CCNS(=O)(=O)c3cccs3)CC2)cc1,1.1,5,-9
CCC1CCCCN1C(=O)CSc1nnc(-c2cccc(Cl)c2)o1 (configuration not stated),2.3*,4,-128
O=C(CSc1nnc(-c2ccc(O)cc2)o1)N1CCOCC1,2.5*,5,-148
COc1ccc(OCCn2c(NC(=O)c3ccco3)nc3ccccc32)cc1,0.9,-2,7
COc1ccc(S(=O)(=O)N(CC(=O)NCc2ccco2)C2CCCCC2)cc1OC,0.6,-1,40
COc1ccc(CCNC(=O)CN2CCC(n3nnc4cc(F)ccc43)CC2)cc1OC,0.7,11,28
Cc1cc(Nc2cccc(C(F)(F)F)c2)n2nc(C)nc2n1,0.9,1,11
c1ccc(CCCNc2ncnc3nc[nH]c23)cc1,1,2,2
COc1ccc(CCN=C2SCC(=O)N2C)cc1OC,0.8,7,16
Clc1ccc(-c2nnc3sc(-c4ccco4)nn23)c(Cl)c1,0.9,6,8
O=C(Nc1ccc2c(c1)OCO2)c1cccc2c1C(=O)N(Cc1cccnc1)C2,0.2,-3,77*
Cc1ccc(-n2c(SCC(=O)Nc3nccs3)nc3c(c2=O)SCC3)cc1,1.1,-1,-12
O=C(NC1CCCCC1)C(c1ccccc1)N1CCCC1 (configuration not stated),1.1,8,-9
COc1cc(C2NC(C(=O)O)CS2)ccc1OCc1ccccc1C#N (configuration not stated),0.7,-1,27
Clc1ccc(-c2nn3c(-c4cccc(Cl)c4)nnc3s2)cc1,0.8,6,24
COc1ccc2ccccc2c1CN1CCN(C)CC1,0.9,9,11
COc1ccc(/C(O)=C2\C(=O)C(=O)N(c3cc(C)on3)C2c2ccccc2OC)cc1C (configuration not stated),1.2,11,-20
CCn1c(C)nc2cc(S(=O)(=O)C(F)(F)C(F)C(F)(F)F)ccc21 (configuration not stated),1,6,0
O=C1COc2ccccc2N1Cc1ccccc1Cl,0.8,5,22
CCCCNC(=O)C(C#N)c1nc2ccccc2nc1N1CCCC1 (configuration not stated),1,9,4
CN(C)S(=O)(=O)c1ccc(N2CCCC2)c(C(=O)Nc2ccccc2N2CCOCC2)c1,0.8,5,24
O=C(CN1CCN(c2ncc(C(F)(F)F)cc2Cl)CC1)NC(=O)NCc1ccccc1,0.9,8,10
CCC1(C(=O)O)NC(c2cccc(OC)c2O)C2C(=O)N(c3ccccc3)C(=O)C21 (configuration not stated),1,8,4

# Additional records follow:
SMILES,CYP2C9 activ,Candida biofilm,CYP2C9 inhib
COC(=O)c1ccccc1NC1c2ccccc2C(=O)N1c1cccnc1 (configuration not stated),0.5,2,46
COc1ccc(N2CCN(c3oc(COc4ccccc4Cl)nc3C#N)CC2)cc1,0.4,3,56*
CC(C)(C)C(=O)NC1(C(F)(F)F)C(=O)Nc2c1c(=O)[nH]c(=O)n2Cc1ccco1 (configuration not stated),1,15,-2
Cc1ccc(-c2nc(C3CCN(S(=O)(=O)c4ccc(C(F)(F)F)cc4)CC3)no2)cc1,0.6,5,43
CCOC(=O)N1CCC(NC(=O)C(CC(C)C)NC(=O)C2CCCCC2)CC1 (configuration not stated),1.2,2,-16
O=C(c1ccccc1)N1CCN(C(=O)N2CCCCC2)CC1,1,-3,2
CCn1c(SCc2nnc(-c3ccccc3)o2)nc2c1c(=O)n(C)c(=O)n2C,1,4,3
CCOc1ccccc1C1C(C(=O)OC)=C(N)OC2=C1C(=O)CCC2 (configuration not stated),0.3,8,70*
O=C(CN1CCN(c2ccccn2)CC1)N(c1ccccc1)c1ccc2ccccc2c1,0.5,-1,51*
COC(=O)C1=C(C)n2nnnc2NC1c1cc2ccccc2o1 (configuration not stated),0.6,8,43
CC(=O)N1CCc2c(sc(NC(=O)c3ccc4c(c3)OCCO4)c2C#N)C1,0.9,4,12
COc1cc(SC)ccc1C(=O)Nc1ccc(S(=O)(=O)N2CCCC2)cc1,1,10,-5
Cc1nc(=O)c(-c2ccccc2)c(C)n1-c1ccccc1O,0.9,4,10
C=CCn1c(SCC(=O)Nc2ccc(C(=O)OC(C)C)cc2)nnc1-c1cccs1,0.9,4,15

# The list is partial; count on the stated rates, not on these rows.
